RGS4-Gao reg = human RGS4-Galphao interaction regulation; hit rate 0.33% among 220,000; P09471; AID 1415; Multiplexed bead flow cytometry, RGS4-Galphao binding; actives lie on both sides; binding response (% of control), % at 10 µM; in the data active = binding response below about 49% or above about 150%; inactive = in between;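 also: fluorescent Galphao activated with aluminum fluoride binding bead-coupled RGS4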
Bfl-1 Bim block = disrupts Bim binding to human Bfl-1; Q16548; Bead-based flow cytometry, Bim-Bfl-1 binding inhibition; inhibition, % at 10 µM; hit rate 0.12% among 190,000; AID 1008;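 also: 0% = wells without compound plus tracer and 100% = blocker peptide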
ABCB1 block = inhibitors of human ABCB1 transporter, ABCG2 counter-screen; P08183; CCRF-Adr cells, JC-1 efflux, flow cytometry; inhibition, % at 6.6 µM; hit rate 0.067% among 190,000; AID 1326; in the data active = inhibition above about 40%;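 also: 0% = vehicle and 100% = reference inhibitor; higher value means more JC-1 retained so stronger ABCB1 efflux block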
ABCG2 block = human ABCG2 inhibition, ABCB1 as counter-screen | inhibition, % at 6.6 µM | hit rate 0.1% among 190,000 | Q9UNQ0 | IgMXP3 cells, JC-1 efflux, flow cytometry | AID 1325;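 active = inhibition above 80%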;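 also: 0% = DMSO and 100% = nicardipine control wells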
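Read-out basis: Efflux inhibition in percent versus controls | Test system: ABCG2 IgMXP3 and barcoded ABCB1 CCRF-Adr cell mix | Quantity: 3 million cells/mL in well | Schedule: 10 min at 25 °C | Control set: Nicardipine as high control, DMSO as low control | Reagent: JC-1 as fluorescent efflux pump substrate | Signal: Flow cytometry of retained JC-1 fluorescence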
Bim-Mcl-1 = human Bim-Mcl-1 interaction inhibition; hit rate 0.1% among 190,000; Bead-based flow cytometry, Bim peptide-Mcl-1 binding; Q07820; inhibition, % at 10 µM;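 also: 0% = no compound tracer wells and 100% = peptide blocker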
Target sequence (Q07820 whole entry, looked up): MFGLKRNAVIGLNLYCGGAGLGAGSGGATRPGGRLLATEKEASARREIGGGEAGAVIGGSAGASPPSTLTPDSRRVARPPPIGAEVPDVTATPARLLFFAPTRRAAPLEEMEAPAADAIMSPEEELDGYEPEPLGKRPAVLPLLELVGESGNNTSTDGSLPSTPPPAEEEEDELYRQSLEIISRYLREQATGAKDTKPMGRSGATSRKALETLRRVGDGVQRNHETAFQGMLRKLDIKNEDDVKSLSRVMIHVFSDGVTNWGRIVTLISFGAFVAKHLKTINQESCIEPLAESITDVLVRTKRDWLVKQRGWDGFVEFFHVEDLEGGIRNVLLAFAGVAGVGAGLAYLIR
RGS8-Gao = human RGS8-Galphao interaction regulation. P09471. multiplexed bead flow cytometry, RGS8-Galphao binding; actives lie on both sides. response (percent of control binding), % at 10 µM. hit rate 0.34% among 220,000. AID 1423; in the data active = response below about 60% or above about 140%; inactive = in between;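 also: Galphao activated as the GDP aluminium fluoride complex binding bead-coupled RGS8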
Bcl-B Bim block = inhibitors of Bim-Bcl-B interaction, human. hit rate 0.073% among 190,000. bead-based flow cytometry, Bim peptide-Bcl-B binding. inhibition, % at 10 µM. Q9HD36. AID 951;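 also: 0% = tracer peptide without compound and 100% = reference inhibitor peptide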
Target sequence (Q9HD36 whole entry, looked up): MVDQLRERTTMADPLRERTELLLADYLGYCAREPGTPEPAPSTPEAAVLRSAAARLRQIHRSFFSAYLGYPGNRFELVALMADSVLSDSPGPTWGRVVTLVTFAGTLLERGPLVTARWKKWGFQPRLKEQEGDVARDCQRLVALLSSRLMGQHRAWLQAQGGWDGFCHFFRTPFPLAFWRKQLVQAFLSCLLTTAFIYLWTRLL
Bim-Bcl-2 = inhibitors of Bim-Bcl-2 interaction, human; hit rate 0.06% among 190,000; P10415; Bead-based flow cytometry, Bim peptide-Bcl-2 binding; inhibition, % at 10 µM; in the data active = inhibition above about 40%; inconclusive = no clear call, values can overlap the other calls;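 also: 0% = no compound wells with probe peptide and 100% = reference peptide inhibitor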
Target sequence (P10415 whole entry, looked up): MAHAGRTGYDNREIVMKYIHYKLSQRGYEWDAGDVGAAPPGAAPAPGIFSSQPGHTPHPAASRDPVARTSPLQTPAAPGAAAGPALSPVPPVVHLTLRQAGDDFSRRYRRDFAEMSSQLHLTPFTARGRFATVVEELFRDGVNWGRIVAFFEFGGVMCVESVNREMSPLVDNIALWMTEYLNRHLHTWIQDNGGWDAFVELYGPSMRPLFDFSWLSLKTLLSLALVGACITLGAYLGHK
RGS7-Gao reg = modulates binding of RGS7 to human Galphao | binding response (% of control), % at 10 µM | hit rate 0.35% among 220,000 | P09471 | AID 1439 | Multiplexed bead flow cytometry; actives lie on both sides; in the data active = binding response below about 49% or above about 150%; inconclusive = no clear call, values can overlap the other calls; inactive = in between;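 also: fluorescent Galphao held in activated GDP-AlF4 state binding bead-coupled RGS7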
Bim-Bcl-W = disrupts Bim peptide binding to human Bcl-W; Q92843; bead-based flow cytometry; inhibition, % at 10 µM; hit rate 0.02% among 190,000; AID 952;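 also: 0% = bound tracer without compound and 100% = peptide blocker; higher means less fluorescent Bim peptide bound to Bcl-W beads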
Target sequence (Q92843 whole entry, looked up): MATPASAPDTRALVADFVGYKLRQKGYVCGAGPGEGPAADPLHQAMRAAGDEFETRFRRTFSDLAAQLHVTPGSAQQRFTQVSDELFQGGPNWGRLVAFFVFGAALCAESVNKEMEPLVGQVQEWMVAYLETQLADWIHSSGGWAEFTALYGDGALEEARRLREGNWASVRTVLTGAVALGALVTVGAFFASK
Bcl-XL Bim block = human Bim-Bcl-XL interaction inhibition | Q07817 | Bim peptide-Bcl-XL binding, bead flow cytometry, fluorescence | inhibition, % at 10 µM | hit rate 0.04% among 190,000
The depositor's hits bear a star; ? = inconclusive; nt = no result given. Rule as the data show it, unless noted: active = inhibition above about 40%.

SMILES	RGS4-Gao reg	Bfl-1 Bim block	ABCB1 block	ABCG2 block	Bim-Mcl-1	RGS8-Gao	Bcl-B Bim block	Bim-Bcl-2	RGS7-Gao reg	Bim-Bcl-W	Bcl-XL Bim block
CN(C)c1ccc(NC(=O)COC(=O)c2cc(=O)c3ccccc3o2)cc1	101	3	-2.9	16	-5	100	-3	0	98	-2	-8
CCN1C(=O)c2cccc3c(S(=O)(=O)NCCc4c[nH]c5ccccc45)ccc1c23	109	-13	0.0	0	1	108	-5	-9	105	2	3
O=[N+]([O-])c1ccc(Sc2cccc3cccnc23)cc1	107	1	0.9	5	-2	100	-3	-5	101	-5	-3
Nc1nnc(CC(=O)N2CCCCC2)s1	98	-11	0.0	0	0	103	-7	-8	96	0	-3
COc1ccc(C(=O)OCC(=O)NC2CC2)cc1S(=O)(=O)N1CCOCC1	104	-2	-0.2	-1	-5	101	-3	0	99	-1	-1
CN(C)C(=O)c1ccc(N/C=C(\C=O)c2nc3ccccc3o2)cc1	103	-2	0.8	7	-1	107	0	-3	104	0	-1
Cc1cc(C)n(Cc2n[nH]c(=S)n2Cc2ccccc2)n1	96	2	4.2	26	0	100	0	3	98	0	2
CCc1ccc(OCCOCC(O)CN2CCN(Cc3ccc(Cl)cc3)CC2)cc1 (stereo not drawn)	104	-1	1.4	0	-3	103	-3	2	107	-3	-6
CCc1cc(-c2n[nH]c(=S)n2-c2ccccc2C)cs1	99	-5	0.5	3	-1	96	-9	0	97	3	9
Cc1cc(C)n(-c2ccc(C(=O)OCC(=O)Nc3ccc(Cl)cc3[N+](=O)[O-])cc2)n1	97	-18	1.7	13	-6	99	-10	-13	95	-7	-11
O=C1NC(=O)c2cc(NC(=O)C3CCCCC3)ccc21	100	0	0.6	2	-1	100	0	4	97	0	-2
CCC(C)[C@H](NC(=O)NC1CC1)C(=O)O (stereo partly drawn)	99	-12	0.7	6	0	99	-8	-9	95	-3	-7
COc1cccc(NC(=O)CC2SC(=Nc3ccccc3)NC2=O)c1 (stereo not drawn)	94	12	0.6	5	10	90	7	5	92	17	19
CCN(CC)C(=O)CSc1nc(N)c(C(=O)Nc2ccc(OC)cc2)s1	94	0	0.0	2	-1	100	-2	0	94	-2	-4
COc1ccc(/C=N/NC(=O)COc2ccc(Cl)cc2Cl)cc1Cn1nc(C)cc1C	97	14	0.4	-1	13	103	12	11	98	12	18
COc1ccc(N(CC(=O)N2CCc3ccccc3C2)S(=O)(=O)c2c(C)nn(C)c2C)cc1	97	0	1.5	2	-2	97	-1	-2	103	-4	-2
CCOc1ccccc1NC(=O)c1ccc(OCC)c([N+](=O)[O-])c1	100	-3	1.6	21	0	105	-1	2	101	-3	-3
Cn1nnnc1SCC(=O)Nc1nc2ccccc2s1	102	-8	0.2	1	0	104	-3	-8	97	-1	-4
FC(F)(F)c1cccc(Cn2cnc(NC(=S)NCCc3ccccc3)n2)c1	100	-7	0.3	5	0	98	-3	-3	101	-5	-3
COC(=O)C1=C(C)N(CC(C)C)C(=O)C1	104	-17	0.1	0	0	100	-2	-2	100	0	-3
CCn1cc([N+](=O)[O-])c(C(=O)NCc2ccc(Cl)cc2)n1	102	-3	0.2	1	2	101	0	0	105	3	0
CC(=O)N1CCN(Cc2nc3cc(NC(=O)c4ccccc4C)ccc3n2C)CC1	100	0	0.2	2	-1	96	-2	0	99	-2	0
O=C(Nc1cccnc1)NC1CCCCC1	104	-3	0.3	4	1	103	-4	-1	102	0	1
CN(C)CCNC(=O)C12CC3(C)CC(C)(CC(C)(C3)C1)C2	103	0	0.7	2	0	107	-1	0	100	0	0
Cc1ccc(/C=C2/SC(=S)N(CCC(=O)N3CCN(C)CC3)C2=O)cc1	101	-7	-0.1	-1	0	101	-3	2	102	-3	-3
Cc1cccc(C)c1NC(=O)C(NC=O)c1ccccc1 (stereo not drawn)	71	-3	-0.1	-6	35	65	-2	-11	64	0	-2
CC(=O)c1c(C)[nH]c(C(=O)N2CCN(c3ccc(F)cc3)CC2)c1C	101	-18	-1.1	21	-6	102	-12	-10	101	-1	-5
CN1C(=O)CC(Nc2cccc3cccc(N)c23)C1=O (stereo not drawn)	95	0	0.2	1	0	106	0	3	97	3	0
Cc1nc(N)nc2c1CCCC2	102	0	0.3	2	1	100	1	0	101	-1	-2
C#CCSc1nncn1C(=O)/C=C/c1ccccc1	95	20	0.0	1	-4	102	8	12	98	-2	-3
CN(C)c1ccc(NC(=O)CCCc2ccccc2)cc1	97	0	0.6	3	-1	97	-7	-2	98	0	-5
COCCCNc1nc2ccccc2nc1NS(=O)(=O)c1cccs1	100	-5	0.6	2	2	99	-1	5	100	3	-1
O=C(N/N=C/c1cccnc1)c1ccc(Cn2cc([N+](=O)[O-])cn2)o1	98	-5	0.5	1	1	100	-1	-2	?	1	0
COc1cccc(NC(=O)Cc2c(O)c3ccccc3[nH]c2=O)c1	97	-1	0.6	2	-2	102	-1	-4	101	-3	-6
CCc1ccc(/C=C(/C#N)C(N)=S)s1	98	-9	0.4	0	-1	99	-7	-4	102	-3	-3
COc1ccc(OCCCC(=O)NCCc2ccccc2)cc1	100	0	0.7	7	-1	104	-2	0	101	0	-1
Cc1ccc(C)c(Cn2c(C(=O)OC(C)C)cc3c2ccn3C)c1	97	1	0.9	5	0	98	2	6	102	2	0
C=CCn1c(-c2cccnc2)n[nH]c1=S	101	-3	nt	0	-2	98	-7	-2	106	-2	-2
CC(C)(C)NC(=S)Nc1cccc(C(F)(F)F)c1	139	-6	-0.3	4	-1	138	-4	-4	141	0	-4
O=c1c2ccccc2nnn1CSc1nc2ccccc2c(=O)n1CCCO	101	-8	1.0	1	-4	102	-6	-5	104	-3	-5
COc1ccc(N2CCN(C(=O)c3ccc(Cn4c(=S)[nH]c5ccc(N6CCOCC6)cc5c4=O)cc3)CC2)cc1	86	-3	1.9	2	-1	88	-9	-7	79	-1	-2
O=C(CCCN1C(=O)/C(=C\c2cccs2)SC1=S)Nc1cccnc1	99	-2	-0.4	-3	-3	101	-6	-1	100	0	-2
Cc1ccc(CNC(=O)c2ccc3nc4[nH]c5ccccc5c4nc3c2)cc1	101	-14	0.0	0	0	100	-8	-5	104	-5	-5
COc1cc2nc(CSc3nc(-c4ccc(F)cc4)cs3)[nH]c(=O)c2cc1OC	102	2	0.0	-1	-1	99	-4	0	97	-3	-3
COCCn1c(CN(Cc2ccccc2)Cc2ccccc2)nc2c1c(=O)n(C)c(=O)n2C	100	-6	0.8	2	0	103	-4	-3	106	-1	-7

Compound profiles (already shown). Order of values: RGS4-Gao reg, Bfl-1 Bim block, ABCB1 block, ABCG2 block, Bim-Mcl-1, RGS8-Gao, Bcl-B Bim block, Bim-Bcl-2, RGS7-Gao reg, Bim-Bcl-W, Bcl-XL Bim block
COc1ccc(OCCCC(=O)NCCc2ccccc2)cc1 reads 100, 0, 0.7, 7, -1, 104, -2, 0, 101, 0, -1
COc1cc2nc(CSc3nc(-c4ccc(F)cc4)cs3)[nH]c(=O)c2cc1OC reads 102, 2, 0.0, -1, -1, 99, -4, 0, 97, -3, -3
Cc1ccc(C)c(Cn2c(C(=O)OC(C)C)cc3c2ccn3C)c1 reads 97, 1, 0.9, 5, 0, 98, 2, 6, 102, 2, 0
O=c1c2ccccc2nnn1CSc1nc2ccccc2c(=O)n1CCCO reads 101, -8, 1.0, 1, -4, 102, -6, -5, 104, -3, -5
COCCCNc1nc2ccccc2nc1NS(=O)(=O)c1cccs1 reads 100, -5, 0.6, 2, 2, 99, -1, 5, 100, 3, -1

New compounds follow.
SMILES	RGS4-Gao reg	Bfl-1 Bim block	ABCB1 block	ABCG2 block	Bim-Mcl-1	RGS8-Gao	Bcl-B Bim block	Bim-Bcl-2	RGS7-Gao reg	Bim-Bcl-W	Bcl-XL Bim block
Nc1cc(-c2ccc(Cl)cc2)nn1S(=O)(=O)c1ccccc1	101	-10	0.8	4	1	104	-3	-7	102	-1	-3
CCN(CC)S(=O)(=O)c1cc(NC(=O)CSc2nc3c(cc2C#N)C(=O)CC(C)(C)C3)ccc1C	102	-1	0.4	4	0	106	-2	-1	100	-1	-4
Cc1oc(-c2ccccc2)nc1CSc1nc2c(c(=O)[nH]1)CCC2	102	-3	0.3	1	-7	100	-5	-3	103	-9	-3
CC(C)CCN(CCC(C)C)C(CO)(CO)CO	98	-3	-0.9	0	1	98	0	0	105	0	0
Cc1ccccc1NC(=O)Cc1nc(CSc2nnc(-c3ccc4c(c3)OCO4)o2)cs1	105	-18	1.2	34	-4	103	-12	-7	99	0	-4
CN(C(=O)c1cccnc1)c1nnc(-c2cnccn2)s1	97	-5	0.7	2	0	102	-2	-2	100	-5	-4
CCOc1ccccc1C1C2CCCCC2(O)CCN1C(=O)c1cccs1 (stereo not drawn)	104	-7	0.6	0	-2	104	-8	-7	109	-3	-8
CC(=O)Nc1ccc(S(=O)(=O)NNC2=NS(=O)(=O)c3ccccc32)cc1	95	-2	-0.5	-1	2	95	-1	-1	91	0	0
CCCCNC(=S)N(C)/N=C/c1ccc(F)cc1	94	-1	0.6	7	-1	104	-1	-2	94	-1	-2
Cc1cc(Nc2c(C#N)c(N)nn2C)ccc1F	94	6	1.5	10	-4	97	2	3	93	0	-1
COC(=O)c1ccccc1NC(=O)CSc1n[nH]c(-c2cccnc2)n1	100	-5	0.5	2	-3	101	-3	-7	101	-3	-3
COc1cccc2c1OCC(C(=O)NCc1ccc(Cl)cc1Cl)=C2	105	-7	0.3	1	-2	103	-5	-5	103	-1	0
O=C(O)c1ccc(N=C2SCC(=O)N2Cc2ccccc2)cc1	103	-5	0.1	0	0	104	-1	4	101	1	0
CCn1c(C)nc2cc(-c3nnc(-c4c(-c5ccccc5)noc4C)o3)ccc21	92	-9	7.3	11	0	95	-2	-9	87	1	0
CC(=O)NCC(=O)OC(C)C(=O)Nc1ccc(C(C)=O)cc1 (stereo not drawn)	104	-2	0.2	1	-2	102	1	0	101	2	-2
O=C(c1cc2ccccc2c(=O)o1)N1CCCC1	97	-8	0.5	4	-8	82	-9	-9	93	-7	-9
COc1ccc(NC(=O)C(c2ccc(C)cc2)N(C)C(=O)CNC(C)=O)cc1 (stereo not drawn)	107	-10	-0.1	2	-2	102	-6	-7	107	1	1
COc1ccccc1C(=O)Nc1ccc(N2CCN(C(C)=O)CC2)cc1	99	-6	1.1	4	-1	98	-4	-3	98	-1	0
O=C(CN1C(=O)COCC1=O)N1CCOCC1	121	1	0.4	2	3	123	0	2	121	1	1
COC(=O)CSC1=C(C#N)C(c2ccc3c(c2)OCO3)C2=C(CCCC2=O)N1 (stereo not drawn)	97	-5	0.5	3	-2	95	-15	-1	101	-2	0
CC(C)(O)C#Cc1ccc(C(=O)NCc2ccccc2F)cc1	98	-1	1.3	1	-4	102	-5	0	101	-4	-3
O=C(CSc1nnc(-c2ccncc2)o1)Oc1ccccc1	103	-10	0.1	1	1	100	-3	-4	99	6	-3
CC(=O)c1c(C)oc2ccc(NS(=O)(=O)c3ccc(O)c(C(=O)O)c3)cc12	88	-3	-0.1	-2	2	96	2	1	89	0	-3
CC1CCN(CC(O)COc2cccc(F)c2)CC1 (stereo not drawn)	101	-12	0.5	0	0	99	-3	-3	107	1	-3
C[N+]1(CC(O)COCC2COc3ccccc3O2)CCOCC1 (stereo not drawn)	102	0	0.4	0	2	103	-3	2	?	4	1

Source: PubChem BioAssay
